From PubChem BioAssay
Mcl1-Bid inh = Mcl-1/Bid binding inhibitors, primary screen, biochemical, TR-FRET, 1536-well | Induced myeloid leukemia cell differentiation protein Mcl-1 (Homo sapiens), Q07820 | TR-FRET Mcl-1/Bid-Dy647 peptide binding | inhibition, % at 21.7 µM | 0.97% of 220,000 active;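 active = compounds that cut the binding signal by more than half at the single screening dose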;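 also: His-tagged Mcl-1 with europium anti-His antibody binding Bid BH3 peptide; 0% = Mcl-1 plus peptide wells and 100% = peptide-only wells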
Target sequence (Q07820 whole entry, looked up): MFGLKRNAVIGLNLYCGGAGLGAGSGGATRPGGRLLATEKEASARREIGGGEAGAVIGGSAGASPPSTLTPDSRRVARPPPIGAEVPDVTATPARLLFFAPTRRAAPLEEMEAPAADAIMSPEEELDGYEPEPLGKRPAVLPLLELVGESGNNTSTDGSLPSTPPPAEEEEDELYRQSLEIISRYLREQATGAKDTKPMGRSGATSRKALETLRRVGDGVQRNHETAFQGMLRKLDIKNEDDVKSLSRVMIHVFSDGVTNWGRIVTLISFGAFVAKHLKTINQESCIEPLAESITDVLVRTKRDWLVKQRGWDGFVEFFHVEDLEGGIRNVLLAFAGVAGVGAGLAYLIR
Rac1 mut GTP = GTP binding modulators of activated mutant Rac1, primary screen, biochemical, bead-based flow cytometry, multiplex, fluorescent GTP; Ras-related C3 botulinum toxin substrate 1 (Homo sapiens), P63000; AID 764, 2007; percent activity (GTP binding), % at 10 µM; GST-Rac1 activated beads; actives lie on both sides; 100% means binding = to untreated wells; 0.11% of 190,000 active;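 active = GTP binding at least 20 percentage points away from the 100% baseline, in either direction, so actives lie on both sides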
HRas wt GTP bind = modulators of GTP binding to HRas wildtype, primary screen, biochemical, bead-based flow cytometry, multiplex; GST-Ras wt beads, Bodipy-FL-GTP binding; actives lie on both sides; GTPase HRas (Homo sapiens), P01112; GTP binding activity, % at 10 µM; 0.14% of 190,000 active;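 active = GTP binding activity at least 20% away from the 100% baseline, either lowered as inhibitor or raised as activator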;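 also: 0% = unlabeled GTP competition control and 100% = no-compound control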
Target sequence (P01112 whole entry, looked up): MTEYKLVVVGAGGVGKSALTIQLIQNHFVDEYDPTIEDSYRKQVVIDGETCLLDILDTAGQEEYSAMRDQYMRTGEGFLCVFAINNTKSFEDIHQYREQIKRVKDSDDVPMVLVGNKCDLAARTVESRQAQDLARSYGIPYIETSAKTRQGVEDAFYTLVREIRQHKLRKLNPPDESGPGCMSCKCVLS
Bim-Mcl-1 = inhibitors of Bim peptide binding to Mcl-1, primary screen, biochemical, bead-based flow cytometry, multiplex. Bim peptide-Mcl-1 binding. inhibition, % at 10 µM. 0.1% of 190,000 active. AID 1009, 2008; in the data active = inhibition above about 40%;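 also: 0% = no compound tracer wells and 100% = peptide blocker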
Rac1 wt modul = wildtype Rac1 GTP binding modulators, primary screen, biochemical, GST-Rac1 beads, flow cytometry, multiplex | Ras-related C3 botulinum toxin substrate 1 (Homo sapiens), P63000 | fluorescent GTP binding; actives lie on both sides; 0 = cold GTP competed, 100 = untreated | GTP binding activity (% of control), % at 10 µM | 0.27% of 190,000 active | AID 757, 2007;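 active = GTP binding activity at least 20 points away from the 100% control level, either lower or higher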
Pf gamet viab = late stage P. falciparum gametocyte viability inhibitors, primary screen, ATP luminescence, HTS. 0.065% of 150,000 active. inhibition, % at 10.9 µM. P. falciparum stage V gametocytes, 24 h;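 active = inhibition above the mean plus 3 SD of compounds within the control limits, set per campaign, cut at about 38% in these data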;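 also: 0% = DMSO wells and 100% = medium only without gametocytes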
Cdc42 wt GTP = modulators of GTP binding to wildtype Cdc42, primary screen, biochemical, multiplex bead flow cytometry, Bodipy-GTP; percent activity (GTP binding), % at 10 µM; AID 761, 2007; Cell division control protein 42 homolog (Homo sapiens), P60953; 0.2% of 190,000 active; GST-Cdc42 beads; actives lie on both sides;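 active = percent activity GTP binding at least 20 points away from the 100% baseline, either down as inhibitor or up as activator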;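 also: median bead fluorescence of bound Bodipy-FL-GTP at 100 nM; 0% = excess unlabeled GTP control and 100% = no compound control; below 100% means less GTP binding so inhibitor and above means activator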
Target sequence (P60953 whole entry, looked up): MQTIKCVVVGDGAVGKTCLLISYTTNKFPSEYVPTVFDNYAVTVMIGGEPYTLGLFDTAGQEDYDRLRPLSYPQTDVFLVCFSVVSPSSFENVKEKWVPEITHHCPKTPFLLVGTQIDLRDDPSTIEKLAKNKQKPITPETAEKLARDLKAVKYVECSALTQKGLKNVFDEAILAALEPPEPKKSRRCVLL
Mcl1-Noxa inh = Mcl-1/Noxa binding inhibitors, primary screen, biochemical, TR-FRET, 1536-well. Induced myeloid leukemia cell differentiation protein Mcl-1 (Homo sapiens), Q07820. TR-FRET Mcl-1/Noxa peptide binding, 2 h. inhibition, % at 21.7 µM. 1.5% of 220,000 active;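 active = compounds that cut the protein-peptide binding signal by more than 50% relative to plate controls in a single-dose test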;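 also: His-tagged Mcl-1 with rhodamine Noxa BH3 peptide and terbium anti-His antibody; 0% = Mcl-1 plus Noxa peptide wells and 100% = peptide-only wells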
Avidin bead fluor = green autofluorescence of compounds with avidin beads – biophysical, 488/530 nm, flow cytometry, artefact control, profiling panel; compound fluorescence 488/530 nm; active compounds read high; fluorescence (KMESF) at 10 µM; 0.38% of 220,000 active; AID 1775, 2009; in the data active = fluorescence above about 47; also: inactives centre near 10
Rab2 wt GTP = modulators of GTP binding to Rab2A wildtype, primary screen, biochemical, dog, bead-based flow cytometry, multiplex | Ras-related protein Rab-2A (Canis lupus familiaris), P61105 | GST-Rab2 wt beads, Bodipy-GTP binding | GTP binding activity, % at 10 µM | 0.19% of 190,000 active | AID 760, 2007;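 active = GTP binding activity at least 20 points away from 100%, either lowered or raised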;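 also: 0% = beads with excess unlabeled GTP and 100% = no-compound control corrected for plate trend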
Rab7 wt modul = modulators of GTP binding to Rab7, primary screen, biochemical, wildtype, multiplex bead flow cytometry. 0.055% of 190,000 active. AID 758, 2007. GTP binding activity (percent of control), % at 10 µM. GST-Rab7 beads, fluorescent GTP binding; actives lie on both sides; untreated = 100%, excess cold GTP = 0%;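 active = fluorescent GTP binding to Rab7 beads changed by at least 20 points from the 100% baseline, either direction, mostly lower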;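 also: median green fluorescence of bound Bodipy-FL-GTP per Rab7 bead population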
An asterisk follows results filed as active.

`CCC1c2ccc(C)n2CCN1C(=O)Nc1ccc(F)cc1` (centres undefined) gave Mcl1-Bid inh -12.5, Rac1 mut GTP 100.0, HRas wt GTP bind 100.0, Bim-Mcl-1 -5.0, Rac1 wt modul 103.0, Cdc42 wt GTP 102.0, Mcl1-Noxa inh 4.4, Avidin bead fluor 23, Rab2 wt GTP 102.0 and Rab7 wt modul 98.0.
Screening CN(C)CCCNC(=O)CC(c1ccccc1)c1ccccc1O (centres undefined) returned Mcl1-Bid inh -6.5, Rac1 mut GTP 95.0, HRas wt GTP bind 94.0, Bim-Mcl-1 0.0, Rac1 wt modul 98.0, Pf gamet viab -12.9, Cdc42 wt GTP 93.0, Mcl1-Noxa inh -4.7, Avidin bead fluor 44, Rab2 wt GTP 93.0 and Rab7 wt modul 97.0.
`CCOC(=O)Nc1nnc(-c2ccc(OC)cc2)s1` gave Mcl1-Bid inh -1.7, Rac1 mut GTP 98.0, HRas wt GTP bind 97.0, Bim-Mcl-1 -1.0, Rac1 wt modul 101.0, Cdc42 wt GTP 101.0, Mcl1-Noxa inh -11.8, Avidin bead fluor 14, Rab2 wt GTP 98.0 and Rab7 wt modul 101.0.
CCC1=C(C(=O)OC)C(c2cc(OC)ccc2OC)C(C#N)=C(N)O1 (centres undefined) was read as Mcl1-Bid inh -19.6, Rac1 mut GTP 94.0, HRas wt GTP bind 96.0, Bim-Mcl-1 -1.0, Rac1 wt modul 95.0, Pf gamet viab 6.0, Cdc42 wt GTP 96.0, Mcl1-Noxa inh 0.9, Avidin bead fluor 32, Rab2 wt GTP 96.0 and Rab7 wt modul 98.0.
For Cc1nn(-c2ccccn2)c2c1-c1nc(N)ncc1CC2 the results were Mcl1-Bid inh 1.7, Rac1 mut GTP 96.0, HRas wt GTP bind 101.0, Bim-Mcl-1 0.0, Rac1 wt modul 98.0, Cdc42 wt GTP 100.0, Mcl1-Noxa inh 25.8, Avidin bead fluor 37, Rab2 wt GTP 98.0 and Rab7 wt modul 101.0.
COc1ccc(-n2c(=S)[nH]c3c(oc4ccccc43)c2=O)cc1 was read as Mcl1-Bid inh -87.4, Rac1 mut GTP 98.0, HRas wt GTP bind 99.0, Bim-Mcl-1 -12.0, Rac1 wt modul 111.0, Pf gamet viab -26.5, Cdc42 wt GTP 96.0, Mcl1-Noxa inh 28.9, Avidin bead fluor 2, Rab2 wt GTP 94.0 and Rab7 wt modul 98.0.
`O=C(Nc1cn(-c2ccccc2)nc1-c1cccs1)c1ccco1` gave Mcl1-Bid inh 2.7, Rac1 mut GTP 98.0, HRas wt GTP bind 100.0, Bim-Mcl-1 -1.0, Rac1 wt modul 108.0, Pf gamet viab 10.8, Cdc42 wt GTP 104.0, Mcl1-Noxa inh 15.7, Avidin bead fluor 13, Rab2 wt GTP 101.0 and Rab7 wt modul 100.0.
`NC(=O)CC[C@@H]1NC(=O)[C@H](CO)NC(=O)c2cc([N+](=O)[O-])cc(I)c2NCC[C@@H](C(N)=O)NC(=O)[C@H](Cc2ccc(O)cc2)NC1=O` gave Mcl1-Bid inh -13.4, Rac1 mut GTP 95.0, HRas wt GTP bind 101.0, Bim-Mcl-1 -2.0, Rac1 wt modul 107.0, Cdc42 wt GTP 101.0, Mcl1-Noxa inh -1.2, Avidin bead fluor 9, Rab2 wt GTP 100.0 and Rab7 wt modul 100.0.
Screening COc1ccc(-c2nc3n(n2)C(c2ccccc2Cl)C(C(N)=O)=C(C)N3)cc1 (centres undefined) returned Mcl1-Bid inh -13.2, Rac1 mut GTP 100.0, HRas wt GTP bind 99.0, Bim-Mcl-1 -7.0, Rac1 wt modul 101.0, Cdc42 wt GTP 99.0, Mcl1-Noxa inh -14.2, Avidin bead fluor 4, Rab2 wt GTP 95.0 and Rab7 wt modul 101.0.
Cc1ccc(N2C(=O)C3CC3C2=O)cc1 (centres undefined) was read as Mcl1-Bid inh -27.2, Rac1 mut GTP 100.0, HRas wt GTP bind 97.0, Bim-Mcl-1 -3.0, Rac1 wt modul 99.0, Pf gamet viab -2.6, Cdc42 wt GTP 98.0, Mcl1-Noxa inh -0.1, Avidin bead fluor 12, Rab2 wt GTP 99.0 and Rab7 wt modul 97.0.
Screening COc1ccc(NC(=O)c2ccc([N+](=O)[O-])s2)c([N+](=O)[O-])c1 returned Mcl1-Bid inh 7.0, Rac1 mut GTP 98.0, HRas wt GTP bind 96.0, Bim-Mcl-1 -1.0, Rac1 wt modul 100.0, Pf gamet viab -3.4, Cdc42 wt GTP 95.0, Mcl1-Noxa inh -4.8, Avidin bead fluor 7, Rab2 wt GTP 97.0 and Rab7 wt modul 101.0.
For O=C(c1cccs1)N1CCN(S(=O)(=O)c2ccccc2)CC1 the results were Mcl1-Bid inh -22.1, Rac1 mut GTP 97.0, HRas wt GTP bind 100.0, Bim-Mcl-1 3.0, Rac1 wt modul 101.0, Pf gamet viab 0.2, Cdc42 wt GTP 99.0, Mcl1-Noxa inh -7.4, Avidin bead fluor 6, Rab2 wt GTP 97.0 and Rab7 wt modul 98.0.
CCOCCCNC(=O)C(c1ccc(C)cc1)N(Cc1ccc2c(c1)OCO2)C(=O)c1ccccn1 (centres undefined) was read as Mcl1-Bid inh -27.2, Rac1 mut GTP 94.0, HRas wt GTP bind 98.0, Bim-Mcl-1 0.0, Rac1 wt modul 98.0, Pf gamet viab -20.5, Cdc42 wt GTP 93.0, Mcl1-Noxa inh 11.2, Avidin bead fluor 7, Rab2 wt GTP 101.0 and Rab7 wt modul 104.0.
Screening CN(C)/C=C/C(=O)c1ncc(C(F)(F)F)cc1Cl returned Mcl1-Bid inh -25.8, Rac1 mut GTP 96.0, HRas wt GTP bind 95.0, Bim-Mcl-1 0.0, Rac1 wt modul 97.0, Pf gamet viab 2.3, Cdc42 wt GTP 97.0, Mcl1-Noxa inh 12.9, Avidin bead fluor 23, Rab2 wt GTP 96.0 and Rab7 wt modul 93.0.
`CN1C(=O)C2(C(C#N)=C(N)Oc3n[nH]c(-c4ccc(Cl)cc4)c32)c2ccccc21` (centres undefined) gave Mcl1-Bid inh -18.2, Rac1 mut GTP 101.0, HRas wt GTP bind 102.0, Bim-Mcl-1 -1.0, Rac1 wt modul 106.0, Cdc42 wt GTP 106.0, Mcl1-Noxa inh 11.9, Avidin bead fluor 10, Rab2 wt GTP 103.0 and Rab7 wt modul 99.0.
CC1=NN(C(=O)CCc2ccccc2)C(c2ccccc2)C1 (centres undefined) was read as Mcl1-Bid inh -2.0, Rac1 mut GTP 95.0, HRas wt GTP bind 96.0, Bim-Mcl-1 -2.0, Rac1 wt modul 99.0, Cdc42 wt GTP 94.0, Mcl1-Noxa inh -8.4, Avidin bead fluor 6, Rab2 wt GTP 96.0 and Rab7 wt modul 96.0.
CCOC(=O)c1[nH]c2c(c1-c1ccccc1)C(=O)CC(c1ccc(OC)c(OC)c1)C2 (centres undefined) was read as Mcl1-Bid inh 1.2, Rac1 mut GTP 97.0, HRas wt GTP bind 101.0, Bim-Mcl-1 -5.0, Rac1 wt modul 105.0, Cdc42 wt GTP 100.0, Mcl1-Noxa inh 8.7, Avidin bead fluor 6, Rab2 wt GTP 97.0 and Rab7 wt modul 95.0.
`O=C(NC1CCCCCC1)C(=S)NCc1ccccc1` gave Mcl1-Bid inh -6.7, Rac1 mut GTP 94.0, HRas wt GTP bind 95.0, Bim-Mcl-1 -7.0, Rac1 wt modul 96.0, Pf gamet viab 7.7, Cdc42 wt GTP 94.0, Mcl1-Noxa inh 6.0, Avidin bead fluor 10, Rab2 wt GTP 95.0 and Rab7 wt modul 93.0.
CC(CNC(=O)C1CCCCC1)NC(=O)C1CCCCC1 (centres undefined) was read as Mcl1-Bid inh -4.4, Rac1 mut GTP 102.0, HRas wt GTP bind 102.0, Bim-Mcl-1 0.0, Rac1 wt modul 104.0, Pf gamet viab -26.0, Cdc42 wt GTP 104.0, Mcl1-Noxa inh -3.2, Avidin bead fluor 5, Rab2 wt GTP 103.0 and Rab7 wt modul 101.0.
`O=C(CCN1C(=O)C2C3C=CC(C3)C2C1=O)NCCc1ccccc1` (centres undefined) gave Mcl1-Bid inh -38.1, Rac1 mut GTP 99.0, HRas wt GTP bind 100.0, Bim-Mcl-1 3.0, Rac1 wt modul 103.0, Pf gamet viab 7.6, Cdc42 wt GTP 101.0, Mcl1-Noxa inh -0.1, Avidin bead fluor 3, Rab2 wt GTP 99.0 and Rab7 wt modul 98.0.
For O=C(COC(=O)CCN1C(=O)c2cccc([N+](=O)[O-])c2C1=O)NCc1ccccc1 the results were Mcl1-Bid inh -5.8, Rac1 mut GTP 96.0, HRas wt GTP bind 96.0, Bim-Mcl-1 7.0, Rac1 wt modul 101.0, Pf gamet viab 11.7, Cdc42 wt GTP 97.0, Mcl1-Noxa inh 11.1, Avidin bead fluor 12, Rab2 wt GTP 97.0 and Rab7 wt modul 102.0.
COc1ccc(NC(=O)Nc2ccc(N3CCOCC3)c3nonc23)c(OC)c1 was read as Mcl1-Bid inh -42.9, Rac1 mut GTP 96.0, HRas wt GTP bind 91.0, Bim-Mcl-1 0.0, Rac1 wt modul 96.0, Pf gamet viab 8.6, Cdc42 wt GTP 96.0, Mcl1-Noxa inh -1.3, Avidin bead fluor 6, Rab2 wt GTP 93.0 and Rab7 wt modul 90.0.
`CN(C)[C@@H](CO)c1nnc([C@H](CCC(=O)O)NC(=O)C2CCNCC2)o1` gave Mcl1-Bid inh 0.5, Rac1 mut GTP 96.0, HRas wt GTP bind 98.0, Bim-Mcl-1 -2.0, Rac1 wt modul 99.0, Cdc42 wt GTP 95.0, Mcl1-Noxa inh 12.7, Avidin bead fluor 5, Rab2 wt GTP 98.0 and Rab7 wt modul 102.0.
COc1ccc(/C=C(\C#N)C(=O)OCC(=O)Nc2ccc(C(C)(C)C)cc2)cc1 was read as Mcl1-Bid inh -5.2, Rac1 mut GTP 96.0, HRas wt GTP bind 101.0, Bim-Mcl-1 -12.0, Rac1 wt modul 100.0, Cdc42 wt GTP 97.0, Mcl1-Noxa inh -1.6, Avidin bead fluor 4, Rab2 wt GTP 96.0 and Rab7 wt modul 98.0.
Cc1ccc(-n2c(C)cc(C=C(C#N)C#N)c2C)cc1 was read as Mcl1-Bid inh -79.3, Rac1 mut GTP 96.0, HRas wt GTP bind 97.0, Bim-Mcl-1 2.0, Rac1 wt modul 97.0, Cdc42 wt GTP 98.0, Mcl1-Noxa inh -5.0, Avidin bead fluor 6, Rab2 wt GTP 97.0 and Rab7 wt modul 95.0.
